Screening data: PubChem BioAssay, several laboratories
CSN inh: blocks human CSN-mediated cullin deneddylation; 360,000 tested, 0.38% active; Purified CSN, SCF-Nedd8-OG deneddylation, fluorescence polarization; inhibition, % at 12.5 µM;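 active = pattern-corrected inhibition above about 35%, with an unprinted fluorescence ratio check between 0.5 and 1.5, limit read from the data, passing the limit was not always enough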;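 also: 0% = enzyme with substrate and 100% = substrate without enzyme; some results filed as inactive read as strong as hits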
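Material: human Csn5 produced in HEK293T cells; Input: enzyme 0.24 nM; Reagent: SCFSkp2-Nedd8OG substrate at 10 nM final; Dosing: 12.5 µM compound; Incubation: 90 min reaction at room temperature; Detection: fluorescence polarization of the substrate; Evaluation: % inhibition of substrate cleavage by Csn5; Control set: substrate-only high control, full reaction low control.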
MsrA act: bovine methionine sulfoxide reductase A activation; purified bovine MsrA, absorbance read-out; activation, % at 10.6 µM; AID 602163; 360,000 tested, 0.3% active; in the data active = activation above about 7.5%;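 also: 0% = vehicle and 100% = reference activator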
MsrA inh: inhibits bovine methionine sulfoxide reductase A | purified bovine MsrA, absorbance read-out | inhibition, % at 15.5 µM | 360,000 tested, 0.75% active; in the data active = inhibition above about 4.5%;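 also: 0% = vehicle wells with enzyme and 100% = reference inhibitor wells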
PABP1 MLLE inh: inhibitors of microRNA-mediated deadenylation, human PABP1 MLLE binding; inhibition, % at 20 µM; P11940; GST-MLLE / FITC-PAM2 fluorescence polarization; 360,000 tested, 0.36% active; in the data active = inhibition above about 35%, passing the limit was not always enough;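 also: plate controls were DMSO wells with GST-MLLE for no effect and wells lacking GST-MLLE protein for full effect; some results filed as inactive read as strong as hits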
Tb MetRS inh: Trypanosoma brucei MetRS inhibition | purified T. brucei MetRS, ATP depletion, Kinase-Glo luminescence | inhibition, % at 11.9 µM | 360,000 tested, 0.4% active;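 active = inhibition above a per-plate cutoff of the control wells' mean inhibition plus 3 SD, cut at about 5.5% in these data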;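 also: 0% = DMSO wells median and 100% = median of wells with control inhibitor compound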
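Dosing: 11.9 µM compound single dose, 0.9% DMSO; Assay system: purified T. brucei MetRS enzyme; Measured by: Kinase-Glo luciferase luminescence reporting remaining unconsumed ATP; Schedule: 15 min plus 2 h at 25 °C.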
Neddylation inh: blocks human cullin neddylation; P61081+Q13564; TR-FRET cullin neddylation, biochemical; calls only at 25 µM; 360,000 tested, 0.58% active; in the data active = inhibition above about 36%
E coli Lon inh: inhibitors of E. coli Lon protease | P0A9M0 | purified E. coli Lon protease, fluorescence polarization | inhibition, % at 7.94 µM | 360,000 tested, 0.42% active | AID 602123; in the data active = inhibition above about 13%, passing the limit was not always enough;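 also: 0% = enzyme with probe and DMSO and 100% = no enzyme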
FAS TE block: blocks the thioesterase domain of human fatty acid synthase; P49327; recombinant FAS-TE, OMFH fluorogenic substrate, fluorescence endpoint; 360,000 tested, 0.67% active; inhibition, % at 15 µM;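 active = compounds whose normalised, plate-corrected inhibition of enzyme fluorescence in the single-dose primary screen is 50% or more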;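 also: 0% = DMSO with enzyme and 100% = substrate without enzyme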
Rin1-Abl PPI inh: human Rin1-Abl interaction inhibition; inhibition, % at 7.35 µM; 360,000 tested, 0.4% active; TR-FRET Rin1/Abl binding, biochemical; P00519+Q13671; in the data active = inhibition above about 5%, passing the limit was not always enough
The depositor's hits bear a star; i = inactive; . = no result given.

SMILES	CSN inh	MsrA act	MsrA inh	PABP1 MLLE inh	Tb MetRS inh	Neddylation inh	E coli Lon inh	FAS TE block	Rin1-Abl PPI inh
CCOC(=O)C1CCN(C(=O)COC(=O)CN(C)S(=O)(=O)c2ccc(NC(C)=O)cc2)CC1	1	-4	-1.1	11	-0.3	i	-2	-4	1
CCC(C)Sc1cccc(-c2nc3ccc(Cl)cn3c2NCc2ccccc2)c1 (configuration not stated)	4	-6	.	-10	-0.2	.	1	45	-1
O=[N+]([O-])c1cccc2c(S(=O)(=O)N3CCCCC3)cccc12	1	-5	1.2	8	0.1	i	2	8	-1
COCCn1c(-c2ccsc2)nc2c1c(=O)[nH]c(=O)n2CC(C)C	-2	0	0.3	-17	-0.2	i	3	-5	-1
COc1ccccc1-n1cnnc1SCC(=O)c1c[nH]c2ccccc12	-5	-4	-0.8	-4	2.7	i	-2	-3	1
O=C(NCc1cn2ccccc2n1)c1ccc(Br)o1	0	-10	0.9	-8	-0.5	i	-7	-9	0
COCCN(CCOC)C(=O)c1ccc(SCc2ccc(C)cc2)c([N+](=O)[O-])c1	0	-5	-0.2	-6	-0.4	i	-1	-52	5
CCOC(=O)C(C)Sc1nnc(-c2c[nH]c3ccccc23)n1C (configuration not stated)	-5	-2	-0.1	-6	1.1	i	2	-10	1
CC1CN(C(=O)CNC(=O)Cc2cccc3ccccc23)CC(C)O1 (configuration not stated)	1	-1	-0.8	-18	-0.6	i	7	-5	1
O=C(CCN1CCCCC1)NCNC(=O)CCN1CCCCC1	3	-2	1.2	-6	-0.1	i	-8	-6	-5
COc1ccc(C(=O)Nc2ccc3c(c2)OCCO3)cc1Br	1	-1	-0.9	-5	-1.9	i	-9	5	-2
NC(=O)c1ccccc1NC(=O)COc1ccc(Cl)cc1	0	-5	0.1	14	-1.0	i	5	-4	1

Continued; it opens with the 2 that closed the last part.
SMILES	CSN inh	MsrA act	MsrA inh	PABP1 MLLE inh	Tb MetRS inh	Neddylation inh	E coli Lon inh	FAS TE block	Rin1-Abl PPI inh
COc1ccc(C(=O)Nc2ccc3c(c2)OCCO3)cc1Br	1	-1	-0.9	-5	-1.9	i	-9	5	-2
NC(=O)c1ccccc1NC(=O)COc1ccc(Cl)cc1	0	-5	0.1	14	-1.0	i	5	-4	1
COc1cccc(NC(=O)CN(C)C(=O)c2ccc(N3CCOCC3)c([N+](=O)[O-])c2)c1	4	-7	0.7	-26	-0.5	i	-5	-6	0
Cc1ccc(C(=O)N(CC(=O)NC2CCCC2)c2ccc(F)cc2)s1	5	-6	-0.6	0	-0.6	i	-3	4	0
CCCCCCCCN1[C@@H](CC(=O)O)c2ccc(C(F)(F)F)cc2S1(=O)=O	3	1	-0.5	1	-0.2	i	-13	25	0
COC(=O)/C=C1/SC(=NC(=O)c2ccc(F)cc2)NC1=O	0	-3	-0.6	16	-0.3	i	5	-6	-1
CCCCNC(=O)C1(C)CCN1Cc1ccc(C#N)cc1 (configuration not stated)	-2	-1	0.1	2	0.2	i	-10	-8	-1
NC(=O)C1(Nc2ccc(C(=O)O)cc2)CCCC1	3	-7	1.2	-6	-0.1	i	3	-5	1
O=C(CCC(=O)Nc1ccccc1)NNS(=O)(=O)c1ccc(Cl)cc1	1	-2	0.9	20	-0.2	i	5	-1	2
O=c1[nH]c(-c2ccncc2)nc2ccccc12	0	-4	-0.7	36	-1.2	i	-1	-16	1
Cc1cc(C)c2cc(CN(Cc3ccc4c(c3)OCO4)Cc3nnnn3Cc3ccco3)c(=O)[nH]c2c1	26	-1	0.9	-7	0.5	i	0	3	0
CN(C1CC(C)(C)NC(C)(C)C1)S(=O)(=O)CC12CCC(CC1=O)C2(C)C (configuration not stated)	2	1	0.6	1	-0.6	i	-4	-6	0
COc1ccc(OC)c(C2=NOC(C(=O)Nc3c(C)n(C)n(-c4ccccc4)c3=O)C2)c1 (configuration not stated)	2	-1	-0.6	-17	0.2	i	-1	-7	0
CC(C)(C)OC(=O)N1CCCC(C(=O)Nc2cccc(C(=O)NCCCc3ccccc3)c2)C1 (configuration not stated)	2	-1	0.6	8	0.0	i	-7	5	0
CCOC(=O)C1=CCN(S(=O)(=O)c2ccc(C)cc2)C1c1ccccc1F (configuration not stated)	-2	-9	0.1	4	-1.5	i	0	20	3
COc1ccc(Cl)cc1C(=O)OCC(=O)Nc1sccc1C(N)=O	3	-2	1.2	-10	0.4	i	-10	1	3
CC1(O)c2ccccc2C(=O)N1Cc1ccccc1 (configuration not stated)	5	-13	2.1	2	-1.9	i	11	1	-1
Nc1nc(CN2CCN(c3ccccc3F)CC2)nc(N2CCCc3ccccc32)n1	-1	-3	-1.3	-3	-0.3	i	-9	2	4
Cc1ccc(Cl)cc1NC(=O)C(=O)N1CCCCC1	-2	-6	0.0	5	-1.0	i	-2	-11	-3
N/C(=N\OC(=O)C1CC1)c1ccc([N+](=O)[O-])s1	0	1	1.3	-3	-0.3	i	-8	-3	-3
Cc1cccc(-c2noc(CN(C)C(=O)c3ccoc3C)n2)c1	1	-1	0.3	-5	-0.2	i	-15	2	2
Cn1cc([N+](=O)[O-])c(C(=O)NC2CCCC2)n1	5	1	-1.4	-11	0.3	i	1	-3	4
COc1cccc(COc2ccccc2C2Nc3ccc(Br)cc3C(=O)N2NC(=O)c2ccncc2)c1 (configuration not stated)	6	18*	0.8	3	-0.3	i	2	12	-2
CC(C)(C)c1ccc(OCCC(=O)NCCc2ccc(S(N)(=O)=O)cc2)cc1	1	-3	-0.2	13	-0.2	i	4	19	5
CCC(C)c1ccccc1NC(=O)C(C)N(C)Cc1cccc(OC)c1 (configuration not stated)	0	1	2.7	7	-0.6	i	6	26	-4
CCOC(=O)c1ccc(NC(=O)Cn2c(-c3nonc3N)nc3ccccc32)cc1	17	2	0.8	-12	2.3	i	-1	0	5
O=C(/C=C/c1ccc(O)c(O)c1)OC1C(O)CC(OC(=O)/C=C/c2ccc(O)c(O)c2)(C(=O)O)CC1O (configuration not stated)	6	-2	5.7*	-12	0.2	i	-6	-8	23*
CC1CCN(c2c(NCc3ccc(C(=O)NCC4COc5ccccc5O4)cc3)c(=O)c2=O)CC1 (configuration not stated)	3	-2	0.0	4	0.2	i	-5	14	-1
CN(C)C(=O)C1OC(C)(C)OC1C(=O)N(C)C (configuration not stated)	-1	-1	-0.6	-11	-0.2	i	1	-10	3
CCN(C(=O)Cn1c(=O)oc2ccccc21)c1cccc(C)c1	-4	-2	-0.1	14	-0.9	i	-8	-6	1
CCC1CCc2sc(C(=O)OCC(=O)N(CCOC)c3c(N)n(Cc4ccccc4)c(=O)[nH]c3=O)cc2C1 (configuration not stated)	2	-2	-0.3	0	-0.2	i	-10	0	-1
C[C@H](NC(=O)C1CCN(S(=O)(=O)c2ccccc2)CC1)C(=O)NCc1ccc(Cl)cc1Cl	-2	-4	-0.3	-10	-0.5	i	7	34	-1
COc1cc(CN2CCc3c([nH]c4ccccc34)C2)cc(OC)c1	10	-2	0.2	-45	5.0	i	-28	-7	-5
Cc1ccc(Nc2nc(N)nc(CSc3nccn3C)n2)c(C)c1	4	-1	0.1	-62	-0.8	i	-2	0	4
COc1ccc(C(=O)NCCc2ccc(S(N)(=O)=O)cc2)cc1OC	-3	-12	0.4	8	-1.3	i	1	-7	-3
CC(On1nnc2ccc(S(=O)(=O)N3CCOCC3)cc21)C(=O)Nc1ccccc1F (configuration not stated)	4	-1	-0.6	6	-0.1	i	-4	-6	-3

15 entries already listed, ordered by SMILES length, rising:
SMILES	CSN inh	MsrA act	MsrA inh	PABP1 MLLE inh	Tb MetRS inh	Neddylation inh	E coli Lon inh	FAS TE block	Rin1-Abl PPI inh
Cc1ccc(Cl)cc1NC(=O)C(=O)N1CCCCC1	-2	-6	0.0	5	-1.0	i	-2	-11	-3
CN(C)C(=O)C1OC(C)(C)OC1C(=O)N(C)C (configuration not stated)	-1	-1	-0.6	-11	-0.2	i	1	-10	3
Cn1cc([N+](=O)[O-])c(C(=O)NC2CCCC2)n1	5	1	-1.4	-11	0.3	i	1	-3	4
Cc1ccc(Nc2nc(N)nc(CSc3nccn3C)n2)c(C)c1	4	-1	0.1	-62	-0.8	i	-2	0	4
Cc1cccc(-c2noc(CN(C)C(=O)c3ccoc3C)n2)c1	1	-1	0.3	-5	-0.2	i	-15	2	2
N/C(=N\OC(=O)C1CC1)c1ccc([N+](=O)[O-])s1	0	1	1.3	-3	-0.3	i	-8	-3	-3
CCC(C)c1ccccc1NC(=O)C(C)N(C)Cc1cccc(OC)c1 (configuration not stated)	0	1	2.7	7	-0.6	i	6	26	-4
COc1ccc(C(=O)NCCc2ccc(S(N)(=O)=O)cc2)cc1OC	-3	-12	0.4	8	-1.3	i	1	-7	-3
Nc1nc(CN2CCN(c3ccccc3F)CC2)nc(N2CCCc3ccccc32)n1	-1	-3	-1.3	-3	-0.3	i	-9	2	4
CCOC(=O)c1ccc(NC(=O)Cn2c(-c3nonc3N)nc3ccccc32)cc1	17	2	0.8	-12	2.3	i	-1	0	5
CC(On1nnc2ccc(S(=O)(=O)N3CCOCC3)cc21)C(=O)Nc1ccccc1F (configuration not stated)	4	-1	-0.6	6	-0.1	i	-4	-6	-3
COc1cccc(COc2ccccc2C2Nc3ccc(Br)cc3C(=O)N2NC(=O)c2ccncc2)c1 (configuration not stated)	6	18*	0.8	3	-0.3	i	2	12	-2
C[C@H](NC(=O)C1CCN(S(=O)(=O)c2ccccc2)CC1)C(=O)NCc1ccc(Cl)cc1Cl	-2	-4	-0.3	-10	-0.5	i	7	34	-1
CCC1CCc2sc(C(=O)OCC(=O)N(CCOC)c3c(N)n(Cc4ccccc4)c(=O)[nH]c3=O)cc2C1 (configuration not stated)	2	-2	-0.3	0	-0.2	i	-10	0	-1
O=C(/C=C/c1ccc(O)c(O)c1)OC1C(O)CC(OC(=O)/C=C/c2ccc(O)c(O)c2)(C(=O)O)CC1O (configuration not stated)	6	-2	5.7*	-12	0.2	i	-6	-8	23*
